Bioassay records deposited in PubChem BioAssay by several laboratories.
TRAIL sens C8: caspase-8 TRAIL sensitization; NB7+C8 cells + TRAIL, ATPlite viability luminescence; inhibition (viability loss, TRAIL sensitization), % at 10 µM; 360,000 tested, 1% active; AID 624354;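 active means compounds causing at least 50% loss of cell viability in the single-dose screen, relative to plate controls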
CF NFkB inh: blocks PAF-induced NF-kB reporter in cystic fibrosis cells; KKLEB NF-kB-GFP reporter, GFP fluorescence overnight; inhibition, % at 5 µM; 360,000 tested, 0.86% active; AID 588850;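 active means at least 50% inhibition at 5 µM, scaled per plate between neutral and stimulator controls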;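 further: PAF is a Pseudomonas aeruginosa culture filtrate used as stimulus; plate controls were PAF-stimulated DMSO wells for no effect and unstimulated DMSO wells for full effect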
NR2E3 ag-1: agonists of human NR2E3 nuclear receptor. AID 602229. Q9Y5X4. CHO-S Gal4-NCOR/VP16-NR2E3 two-hybrid, luciferase. 360,000 tested, 0.35% active. inhibition of corepressor binding, % at 3.98 µM;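 active means inhibition above the mean of all tested compounds plus 3 SD, cut at about 70% in these data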;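 further: 0% = DMSO with NR2E3 transfected cells and 100% = cells lacking NR2E3 construct; higher means lower luciferase signal from less NR2E3 corepressor binding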
Target sequence (Q9Y5X4 whole entry, looked up, the tested form may be a part): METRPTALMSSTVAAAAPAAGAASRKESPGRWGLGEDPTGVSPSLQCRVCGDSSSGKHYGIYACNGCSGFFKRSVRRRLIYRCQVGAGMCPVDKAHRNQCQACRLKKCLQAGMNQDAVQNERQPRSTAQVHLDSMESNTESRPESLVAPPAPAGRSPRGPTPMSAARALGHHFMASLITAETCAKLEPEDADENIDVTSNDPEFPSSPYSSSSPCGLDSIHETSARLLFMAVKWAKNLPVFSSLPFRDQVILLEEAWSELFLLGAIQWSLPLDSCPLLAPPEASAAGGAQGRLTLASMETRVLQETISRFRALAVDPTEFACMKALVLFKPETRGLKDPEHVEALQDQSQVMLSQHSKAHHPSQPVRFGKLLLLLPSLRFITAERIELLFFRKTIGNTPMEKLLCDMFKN
NR2E3 ag-2: agonists of human nuclear receptor NR2E3. GST-NR2E3/biotin-RetCOR TR-FRET, 1536-well. inhibition of corepressor binding, % at 4.78 µM. 320,000 tested, 0.12% active. AID 2300;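 active means percent inhibition above the cutoff of mean plus 3 SD of all tested compounds, set per screening campaign, cut at about 20% in these data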;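 further: 0% = DMSO wells and 100% = biotin wells as full block of FRET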
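Material – GST-tagged NR2E3 plus biotinylated RetCOR corepressor · Quantity – NR2E3 fusion 1.35 nM · Times – 5 h incubation at 4 °C · Medium – pH 7.5 Tris-based buffer · Technique – TR-FRET, Eu(K)-anti-GST donor, streptavidin-D2 acceptor, ex 340, em 617/671 nm · Benchmarks – high control biotin, low control 0.6% DMSO · Format – 1536-well plates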
TWEAK-Fn14 inh: inhibitors of TWEAK-Fn14 interaction signaling; TWEAK-stimulated Fn14 reporter cells, luciferase luminescence, 8 h; inhibition, % at 10 µM; 360,000 tested, 2% active; AID 1159606; in the data active means inhibition above about 50%
HIF-2a inh: HIF-2a inhibition | 786-0 RCC cells HIF-2a reporter, luciferase luminescence, overnight | inhibition, % at 18.8 µM | 360,000 tested, 0.72% active;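 active means inhibition of the luminescence signal of 40% or more relative to plate controls, in a single-dose primary screen at 18.75 µM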
TROY NFkB inh: TROY signaling inhibition; Q293 LMP1-TROYcd NF-kB luciferase reporter, 4 h; 360,000 tested, 0.98% active; inhibition, % at 10 µM;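 active means compounds whose plate-normalised and pattern-corrected inhibition of the luciferase reporter signal at the single screening dose is 50% or more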
Peg3 promoter: Peg3 promoter activity inhibition | HeLa PEG-Prom luciferase reporter, luminescence, overnight | inhibition, % at 20 µM | 360,000 tested, 1.7% active;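 active means inhibition of at least 50% at 20 µM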
KKLEB cytotox: counter-screen for CF NF-kB inhibitors: cytotoxicity; KKLEB CF airway cells viability, ATPlite luminescence, overnight; active compounds read low; cells stimulated with P. aeruginosa culture filtrate; activity change (cytotoxicity), % at 5 µM; 360,000 tested, 0.36% active;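 active means corrected activity change at or below -50% at 5 µM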
Shn3 inh set2: Schnurri-3 reporter inhibition in Clone20 osteoblasts. 360,000 tested, 0.52% active. inhibition, % at 12.5 µM. Clone20 osteoblast Shn3 3'UTR firefly luciferase, 24 h;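 active means mean inhibition of at least 75% with every replicate also reaching 75%; inconclusive means mean inhibition at least 75% but some replicate below; inactive means mean inhibition below 75%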;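 further: 0% = median of neutral control wells and 100% = pilot-screen positive control compound; some compounds past the cut are filed as inactive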
MITF TRPM1 inh: inhibitors of MITF-driven TRPM1 promoter in melanoma cells; inhibition, % at 12.5 µM; 330,000 tested, 0.83% active; SK-MEL-5 TRPM1 promoter luciferase, 24 h;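 active means mean inhibition across replicates of 60% or more, whatever share of single replicates reaches that level; inconclusive means some that reach 60%, reason not given; inactive means mean inhibition across replicates below 60%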; further: values of inactives mirror those of a sister screen read the other way
An asterisk follows results filed as active; ? = inconclusive; / = no result given; & = joins results of further samples. Only part of the results is shown; count on the stated rates, not on these rows.

SMILES	TRAIL sens C8	CF NFkB inh	NR2E3 ag-1	NR2E3 ag-2	TWEAK-Fn14 inh	HIF-2a inh	TROY NFkB inh	Peg3 promoter	KKLEB cytotox	Shn3 inh set2	MITF TRPM1 inh
Cn1c(CSCc2ccc(F)cc2)nnc1SCC(=O)N1CCN(c2ccccc2)CC1	-4	-1	-23	1	19	14	2	32	4	18	1
O=c1c2c(-c3ccc([N+](=O)[O-])cc3)csc2nc2n1CCCCC2	9	-7	-21	4	-19	-25	-35	-14	-29	-16	-16
CCOC(=O)C1(Cc2ccccc2Cl)CCN(C(=O)CCn2ccnc2C)CC1	-6	6	-48	1	-9	-84	-23	-55	5	-15	0
Cc1cc(=O)[nH]c(SCc2cccc3cccnc23)n1	4	-6	35	-1	2	-15	23	-14	12	0	-3
CN1CCN(C2CCN(S(=O)(=O)c3ccc(C(C)(C)C)cc3)CC2)CC1	0	8	19	/	13	9	9	15	-12	4	-9
CSC1=NNC(c2ccc(C(C)(C)C)cc2)=NN1	15	19	-30	-3	-4	-158	-62	-143	-15	4	-66
CCOC(=O)C1=C(c2ccccc2)NC(=S)NC1c1ccc(C)c([N+](=O)[O-])c1 (stereo not given)	-16	10	-48	2	18	18	21	13	-16	-4	15
CC(=O)n1cc(N(C(=O)CCl)c2ccc(C)cc2)c2ccccc21	95*	93*	-12	-1	56*	56*	-30	109*	-103*	/	74*
Cc1ccc(C(=O)C(C)OC(=O)c2ccc(Cl)nc2)cc1 (stereo not given)	-17	16	17	2	5	10	-27	-10	-13	-12	-1
Cc1ccc(-c2nc(CS(=O)CC(=O)NC(C)CCc3ccccc3)c(C)o2)cc1 (stereo not given)	9	9	27	2	9	6	-1	18	-16	24	19
CCCN1CCN(CC(=O)NCC(=O)Nc2cccc(C)c2C)CC1	-20	-9	-10	/	11	5	10	-18	-2	-23	0
NC(=O)NC(=O)COC(=O)CNS(=O)(=O)c1ccc(F)c(F)c1F	-8	-9	-4	4	-12	11	8	22	8	-34	-8
CC(=O)Nc1ccc(S(=O)(=O)NCCC(=O)NNC(=O)c2ccccc2O)cc1	3	12	-8	-1	7	-6	-1	7	-1	-10	2
O=[N+]([O-])CC(c1ccccc1)c1c[nH]c2ccccc12 (stereo not given)	24	8	-17	1	2	13	5	33	2	13	/
CC(NC(=O)OC(C)(C)C)C(=O)NC(CCC(=O)OCc1ccccc1)C(N)=O (stereo not given)	2	11	20	1	-7	3	-7	0	1	2	11
COc1ccc(NC(=O)Cn2nc(C(=O)O)c3ccccc3c2=O)cc1Cl	-3	-8	-33	-1	-10	11	4	-2	8	1	/
CN1CCN(C(=O)/C(=C/c2ccc([N+](=O)[O-])cc2)NC(=O)c2ccccc2)CC1	-2	1	2	1	54*	1	3	10	2	-5	0
COc1cccc(-c2noc(C3CCCN(C(=O)Cc4ccccc4)C3)n2)c1 (stereo not given)	10	-24	-63	-2	-19	-118	-38	-86	8	-27	-15
Cn1cccc1/C=N/NC(=O)c1ccncc1	-1	-11	-9	2	1	-1	-5	-1	9	-14	/
N#Cc1ccccc1OCCCN1CCC(Cc2ccccc2)CC1	11	-17	-4	2	-1	19	8	14	-10	3	4
O=C(CN1C(=O)C(=O)N(Cc2ccccc2)C1=O)Nc1cc(Cl)cc(Cl)c1	-8	-14	-23	3	-5	19	3	17	-11	-3	3
O=C(COC(=O)C1CCCCC1)Nc1ccc(S(=O)(=O)N2CCOCC2)cc1	-2	6	-9	1	20	20	-19	5	0	-4	11
O=C(NCC1COc2ccccc2O1)c1ccc(NC(=O)C2CCCO2)cc1 (stereo not given)	-1	11	-26	0	-16	-67	-37	-21	-15	4	-3
O=C1NCCN(Cc2ccc(-c3ccccc3)cc2)C1CC(=O)N1CCN(CCO)CC1 (stereo not given)	-7	10	-20	0	1	5	-14	2	-6	13	-7
CCN(CC)S(=O)(=O)c1cccc(-c2nnc(SC(C)C(=O)NCCC3=CCCCC3)o2)c1 (stereo not given)	-7	3	-4	-1	-2	11	15	25	2	42	-3

Records listed above marked active in MITF TRPM1 inh.
smiles	CF NFkB inh	NR2E3 ag-1	NR2E3 ag-2	TWEAK-Fn14 inh	HIF-2a inh	Peg3 promoter	Shn3 inh set2	MITF TRPM1 inh
CC(=O)n1cc(N(C(=O)CCl)c2ccc(C)cc2)c2ccccc21	93*	-12	-1	56*	56*	109*	/	74*

The results go on.
SMILES	TRAIL sens C8	CF NFkB inh	NR2E3 ag-1	NR2E3 ag-2	TWEAK-Fn14 inh	HIF-2a inh	TROY NFkB inh	Peg3 promoter	KKLEB cytotox	Shn3 inh set2	MITF TRPM1 inh
CC1CCCN(c2ccc(C(=O)Nc3ccc4c(c3)OCO4)cc2[N+](=O)[O-])C1 (stereo not given)	18	-1	-30	2	19	-62	17	-30	-4	-16	2
Cc1ccc(S(=O)(=O)N2CCN(Cc3cccnc3)CC2)cc1	3	5	6	6	3	5	3	3	7	6	12
COc1ccc(NC2=C(C(C)=O)C(c3ccc(OC)cc3)C(C(C)=O)C(C)(O)C2)cc1 (stereo not given)	-20	7	15	1	25	9	15	3	-1	-3	5
COc1cc(CNc2ccc(CNc3ncn[nH]3)cc2)ccc1OCC(=O)NC(C)(C)C	20	-2	-4	1	0	6	26	8	0	16	15
CCCCCCC(=O)NCC(=O)OCC(=O)c1ccccc1	-5	-11	-7	0	-2	-1	8	13	6	-6	0
CC(=O)N1c2c(cc(Br)cc2S(=O)(=O)NCC2COc3ccccc3O2)CC1C (stereo not given)	12	5	-11	2	16	10	17	22	3	-4	5
COC(=O)C1SCC2C(=O)N(Cc3ccc(F)cc3)CC(=O)N21 (stereo not given)	-5	8	-2	0	-5	18	-5	8	-1	9	10
C=CCc1cccc2cc(C(=O)N3CCOCC3)c(=O)oc12	11	3	11	4	11	15	-24	19	-1	3	5
O=C(NC(NNc1ccc([N+](=O)[O-])cc1)(C(F)(F)F)C(F)(F)F)c1ccc(Cl)cc1	24	-3	48	4	-10	-31	1	30	-5	24	7
C=CCN(c1nc(C)cc(OC)n1)S(=O)(=O)c1ccccc1	-5	20	-7	5	0	28	17	13	-6	10	7
C=CCn1c(SCc2c(C)noc2C)nc2sc(C)c(C)c2c1=O	11	7	-67	3	-22	-17	-2	20	-14	-2	7
COc1ccc(OCC(=O)Nc2c(C(=O)N3CCN(C)CC3)oc3ccccc23)cc1	-9	2	10	0	-8	1	19	27	-3	10	-3
CCCn1nc(C(=O)NNC(=O)c2ccc(C)c(C)c2)c2ccccc2c1=O	-13	3	-43	/	-17	11	-16	-1	-9	-15	-17
CN1CCCC(OC(=O)c2cccc(S(=O)(=O)N3CCCCCC3)c2)C1 (stereo not given)	-5	12	-22	-3	0	9	-8	0	-14	-53	0
CC(=O)c1cccc(NC(=O)C(C)OC(=O)CCN=C2NS(=O)(=O)c3ccccc32)c1 (stereo not given)	-13	-6	-10	0	-5	-1	3	-5	-9	-6	-1
COc1ccc(C2(C(=O)NCC3CCCO3)CCOCC2)cc1 (stereo not given)	-7	-18	-20	2	7	19	11	3	8	-9	-10
O=C(N/N=C/c1ccc([N+](=O)[O-])cc1)c1ccc2nc[nH]c2c1	30	-4	-18	0	-7	-11	1	-3	5	-5	4
Cc1nonc1N1CCN(Cc2cn[nH]c2-c2ccc(F)cc2F)CC1	47	9	-14	12	7	24	-2	6	-1	-14	-4
FC(F)(F)c1cc(C(F)(F)F)c2ccc(N3CCN(c4ccc(Cl)cc4)CC3)nc2n1	3	4	-14	-2	-12	5	-5	13	-24	-1	-10
C(C#CCCCCCCCCC[n+]1ccccc1)#CCCCCCCCCC[n+]1ccccc1	91*	53*	58&37	1	90*	37&29	44&44	105*	-38&-48	?	101*
Cc1csc(N=Cc2ccc([N+](=O)[O-])o2)n1	-22	40	-19	/	10	10	-9	4	5	-10	/
Cc1nc2ncnn2c(C)c1CCC(=O)NCCC1=CCCCC1	-5	-12	-13	-3	-12	8	-16	-3	2	-2	-3
O=C(c1ccc2nc(-c3ccco3)c(-c3ccco3)nc2c1)N1CCN(c2ncccn2)CC1	10	11	-21	5	12	14	7	5	-2	-12	7
N#CC1(NC(=O)COC(=O)CNC(=O)c2sc3ccccc3c2Cl)CCCCC1	4	9	-2	5	8	9	-13	-4	3	1	/
NC(c1csc(NC(=O)Nc2ccccc2Cl)n1)C1CCCCC1 (stereo not given)	0	14	-29	/	-21	-18	-12	95*	-13	29	/
Going on with the list.
SMILES	TRAIL sens C8	CF NFkB inh	NR2E3 ag-1	NR2E3 ag-2	TWEAK-Fn14 inh	HIF-2a inh	TROY NFkB inh	Peg3 promoter	KKLEB cytotox	Shn3 inh set2	MITF TRPM1 inh
N/C(=N\N=C\c1ccc2c(c1)OCO2)c1nonc1N	40	-7	-137	2	21	-142	-25	-158	-6	-33	-12
Cc1ccccc1C1=NC(C(F)(F)F)(C(F)(F)F)c2c(n(C)c(=O)n(C)c2=O)N1	2	5	-7	1	-3	5	-4	14	-7	-5	4
COc1ccc(-c2csc(NC(=O)COc3ccc(N(C)S(=O)(=O)c4ccc(C)cc4)cc3)n2)cc1	32	-6	-11	0	38	-21	15	-11	14	47	23
Cc1c(NC(=O)/C(C#N)=C/c2ccc(-c3ccc(Cl)c(Cl)c3)o2)c(=O)n(-c2ccccc2)n1C	14	-32	-8	1	21	-82	40	22	20	32	-4
CC(NC(=O)CNC(=O)c1cccc(Cl)c1)c1ccccc1 (stereo not given)	-2	-16	5	2	11	11	-33	2	10	-6	9
CC(NCC(=O)Nc1ccccc1C(=O)NC1CC1)c1ccco1 (stereo not given)	14	-2	-5	/	1	1	39	-3	-2	-8	10
CC(C)c1nc(-c2c(N)n(C)c(=O)n(C)c2=O)sc1C(=O)C(C)(C)C	7	13	-16	0	-3	17	6	12	-14	1	-1
C=CCN(CC=C)C(=S)Nc1ccccc1	-5	5	-9	-3	9	0	13	-2	-15	5	-6
Cc1cc(-c2ccc(C)c(S(=O)(=O)NCC3CCN(Cc4ccc(F)cc4)CC3)c2)on1	12	-23	8	-1	-27	6	-15	18	-28	-10	-11
COc1ccccc1NS(=O)(=O)c1ccc2oc(SCC(=O)N3CCNC3=O)nc2c1	17	-15	5	1	5	17	9	21	14	-8	1
O=C(COC(=O)c1ccccc1SCC(=O)N1CCCC1)NCc1ccccc1	7	-8	-4	3	-15	-9	-22	-18	10	-11	-14
CCNC(=O)COn1c(SCC(=O)NCC)nc2ccccc2c1=O	-17	-11	-7	2	-1	-1	7	17	6	3	4
Cn1c2ccccc2c(=O)c2c(=O)n(Cc3ccco3)c(-c3ccc(F)cc3)nc21	10	17	-12	34*	-24	-19	-15	4	8	-8	7
